High-throughput results from PubChem BioAssay.
GC-B act = human GC-B receptor activators, primary screen, HEK293 GC-B cells, cGMP TR-FRET, EC30 CNP; AID 1920062, 2024; 370,000 tested, 0.11% active; Atrial natriuretic peptide receptor 2 (Homo sapiens), P20594; 0% at EC30 CNP, 100% saturating CNP; activation, % at 10 µM;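 active = activation at 10 µM reaching about 35% in either raw or pattern-adjusted values, limit read from the data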
PRMT1 inh = PRMT1 methyltransferase inhibitors, primary screen, biochemical, fluorescence polarization. 370,000 tested, 1.3% active. recombinant PRMT1, activity-based probe fluorescence polarization. inhibition, % at 2.79 µM;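 active = inhibition above about 21% made by adding two undisclosed values, limit read from the data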
Target sequence (Q99873 whole entry, looked up): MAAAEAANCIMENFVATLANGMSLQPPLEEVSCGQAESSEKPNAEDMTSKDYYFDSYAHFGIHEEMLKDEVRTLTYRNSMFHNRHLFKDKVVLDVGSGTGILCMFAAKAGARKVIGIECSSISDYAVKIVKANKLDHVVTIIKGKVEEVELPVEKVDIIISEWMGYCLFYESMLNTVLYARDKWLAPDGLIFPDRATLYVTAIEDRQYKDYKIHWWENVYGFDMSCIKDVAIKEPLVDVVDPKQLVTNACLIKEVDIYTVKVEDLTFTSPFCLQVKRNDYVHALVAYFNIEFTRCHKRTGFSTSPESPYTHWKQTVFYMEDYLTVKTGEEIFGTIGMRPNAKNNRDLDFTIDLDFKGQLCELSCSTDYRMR
TCR-CD3 inh = inhibitors of human TCR-CD3 interaction, primary screen, biochemical, fluorescence, TAMRA-labeled TCR probe. AID 651800, 2012. 360,000 tested, 0.37% active. inhibition, % at 9.4 µM. T-cell receptor (TCR); in the data active = inhibition above about 19%;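 note: recombinant mutant TCR 2C K166C tagged with TAMRA read by polarization; 0% = receptor in buffer alone and 100% = receptor with positive control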
MBD2 inh = inhibitors of MBD2 binding to methylated DNA, primary screen, biochemical, TR-FRET, DNA-binding domain, human. MBD2 binding to methylated oligonucleotide. 370,000 tested, 0.31% active. inhibition, % at 4.4 µM. AID 686964, 2013; in the data active = inhibition above about 13%
mABHD4 FP = ABHD4 inhibitors, primary screen, biochemical, fluorescence polarization, mouse | 370,000 tested, 0.54% active | purified mABHD4, FP-Rh probe fluorescence polarization | inhibition, % at 8.92 µM | (Lyso)-N-acylphosphatidylethanolamine lipase (Mus musculus), Q8VD66;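 active = inhibition exceeding the mean over every tested compound plus 3 SD, cut at about 30% in these data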;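 note: 0% = plate median of compound wells and 100% = S159A mutant with DMSO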
Target sequence (Q8VD66 whole entry, looked up): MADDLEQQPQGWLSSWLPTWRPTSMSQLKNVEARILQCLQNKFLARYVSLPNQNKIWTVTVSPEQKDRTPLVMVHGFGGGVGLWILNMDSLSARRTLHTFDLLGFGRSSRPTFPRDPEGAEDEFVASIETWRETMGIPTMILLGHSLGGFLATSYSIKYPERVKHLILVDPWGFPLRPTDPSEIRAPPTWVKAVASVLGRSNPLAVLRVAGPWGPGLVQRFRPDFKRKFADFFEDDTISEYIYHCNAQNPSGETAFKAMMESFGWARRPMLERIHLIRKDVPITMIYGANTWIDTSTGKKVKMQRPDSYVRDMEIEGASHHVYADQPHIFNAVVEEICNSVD
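Material: mouse ABHD4 enzyme, wild type; Benchmarks: S159A mutant high control, sample median low control; Buffer or medium: HEPES pH 7.0, NaCl, Pluronic buffer; Signal: fluorescence polarization; Read-out: percent inhibition of probe binding, normalized to plate controls; Timing: pre-incubation 45 min, probe exposure 60 min, at 25 °C; Dosing: 8.92 µM, single dose.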
HTRA1 inhibitor = HTRA1 serine protease inhibitors, primary screen, biochemical, fluorescence polarization, HTS; Q92743; recombinant HTRA1, FP-rhodamine activity-based probe; inhibition, % at 5.96 µM; 340,000 tested, 0.5% active; AID 504803, 2011; in the data active = inhibition above about 36%;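 note: 0% = enzyme with DMSO and 100% = wells lacking enzyme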
TDP2 inh = human TDP2 enzyme inhibitors, primary screen, biochemical, epi absorbance, recombinant enzyme | 370,000 tested, 0.34% active | inhibition, % at 12.8 µM | T5PNP hydrolysis, p-nitrophenol absorbance 415 nm | Tyrosyl-DNA phosphodiesterase 2 (Homo sapiens), O95551;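 active = inhibition above the mean of all tested compounds plus 3 SD, set per campaign, cut at about 25% in these data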;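 note: 0% = DMSO with enzyme and 100% = buffer with substrate but no TDP2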
Target sequence (O95551 whole entry, looked up): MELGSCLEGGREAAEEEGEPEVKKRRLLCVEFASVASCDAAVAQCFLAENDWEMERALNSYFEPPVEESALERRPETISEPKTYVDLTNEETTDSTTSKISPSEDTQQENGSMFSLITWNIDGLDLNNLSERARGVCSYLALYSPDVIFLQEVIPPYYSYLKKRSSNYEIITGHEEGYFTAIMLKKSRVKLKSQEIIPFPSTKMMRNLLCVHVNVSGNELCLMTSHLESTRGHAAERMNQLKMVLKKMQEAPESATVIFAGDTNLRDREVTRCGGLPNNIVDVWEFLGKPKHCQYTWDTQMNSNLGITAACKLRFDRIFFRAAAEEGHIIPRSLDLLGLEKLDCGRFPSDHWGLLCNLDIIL
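Assay system: recombinant human TDP2 / Reagent: T5PNP substrate at 5 mM, a TopII-DNA adduct mimic / Measured by: epi absorbance from released p-nitrophenol / Evaluation: % inhibition relative to enzyme-containing and enzyme-free wells / Control set: enzyme-free and DMSO wells / Replicates: each compound tested once, singlicate / Schedule: enzyme reaction with compound for 2 h at 37 °C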
LEDGF integ inh = blockers of LEDGF/p75-dependent integrase strand transfer – biochemical, TR-FRET, high throughput, primary screen | HIV-1 integrase (with human LEDGF/p75) | TR-FRET IN-LEDGF/p75 DNA integration, Eu/Cy5 | inhibition, % at 3.7 µM | 370,000 tested, 0.64% active;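 active = inhibition above the screen-wide mean plus 3 SD, cut at about 13% in these data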;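 note: signal is the Cy5 over europium emission ratio at 671 and 618 nm; 0% = plate median of compound wells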
rCAG RNA binder = binders of r(CAG) RNA repeats, primary screen, biochemical, fluorescence; r(CAG) RNA repeat, TO-PRO-1 dye displacement fluorescence; inhibition, % at 3 µM; 370,000 tested, 1.3% active; AID 651821, 2012;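 active = inhibition above the plate cutoff, the mean of all test compounds on that plate plus 3 SD, cut at about 35% in these data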;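 note: 0% = DMSO alone and 100% = 100 µM mitoxantrone as full dye displacement; higher means more dye released from RNA so lower well fluorescence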
SIAE inh = human SIAE inhibitors, primary screen, biochemical, fluorescence polarization, FP-Rh probe, 1536-well HTS; 370,000 tested, 0.69% active; SIAE FP-Rh probe binding; AID 1053197, 2014; inhibition, % at 9.66 µM; Sialate O-acetylesterase (Homo sapiens), Q9HAT2;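 active = inhibition above a cutoff: mean of compounds within the control limits plus 3 SD of those, cut at about 17% in these data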;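 note: 0% = plate median of compound wells and 100% = probe without SIAE protein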
* hit, by the source's call; nt = no result given. An excerpt; count on the stated rates, not on these rows.

SMILES	GC-B act	PRMT1 inh	TCR-CD3 inh	MBD2 inh	mABHD4 FP	HTRA1 inhibitor	TDP2 inh	LEDGF integ inh	rCAG RNA binder	SIAE inh
Cc1cccc(NC(=O)CS(=O)(=O)c2cn(C)c3ccccc23)c1C	0	-1	-1	0	0	-1	-2	3	5	1
Cc1nn(C(=O)c2c([N+](=O)[O-])cnn2C)c(C)c1Cl	5	1	3	-3	-1	-3	-11	1	-2	0
CCc1c(C)sc(NC(=O)c2cc(CC(C)C)on2)c1C#N	1	12	-4	1	0	0	1	1	1	-3
Brc1ccc(-c2nnc(-c3ccco3)o2)cc1	-19	4	-6	6	4	-13	0	6	2	0
Cc1ccc2ccc(C(Nc3ccccc3)c3ccc(C(C)C)cc3)c(O)c2n1 (stereo unspecified)	-2	0	-4	1	8	nt	-7	4	7	10
CSc1ccc(C2Nc3cccc4cccc(c34)N2)cc1	-2	8	2	-3	12	2	15	5	11	17
C#CCN(C[C@@H]1[C@@H](OC(=O)Nc2cccs2)[C@@H](OC(=O)Nc2cccs2)Cn2c(=O)ccc(=O)n21)S(=O)(=O)c1ccc(C)cc1	6	-1	-1	-2	-28	-90	3	0	20	-12
Cn1c(=O)c2c(nc(NNC(=O)C(F)(F)F)n2C)n(C)c1=O	6	3	5	1	1	-2	10	0	-1	13
CCCCCc1ccc(-c2cn(Cc3cccc(OC)c3)nn2)cc1	-5	-4	-6	0	-23	-38	-3	-1	-1	-1
COc1ccc(CCNc2ccc(C(CC(N)=O)NC(=O)c3cc(C)cc(C)c3)cc2[N+](=O)[O-])cc1 (stereo unspecified)	0	1	-7	4	0	-9	8	1	13	2
O=P(O)(CCc1ccccn1)CN1CCCCC1	-1	1	-6	2	1	-2	-2	0	0	-1
CCOC(=O)c1[nH]c(C)c(C(=O)Nc2cccc(Cl)c2C)c1C	-2	3	1	3	1	-12	2	2	3	-4
O=C1COC(c2ccccc2)C2CCCCN12 (stereo unspecified)	3	-2	-1	-7	-2	-2	1	6	-1	1
CCC(=O)N/C(=N/c1nc(C)cc(C)n1)Nc1ccc(C)cc1	0	-6	-2	4	-6	2	0	3	-1	5
COc1ccc(CNC(=O)CCc2c(C)nc3ncnn3c2C)cc1	10	0	7	0	-1	6	1	3	-3	1
COc1cccc(N2CC(C(=O)Nc3c(C(N)=O)oc4ccccc34)CC2=O)c1 (stereo unspecified)	0	-4	-2	-6	-3	-2	-3	-3	-1	-3
COc1ccc(NC(=S)NC(=O)Cc2ccccc2)cc1	-5	-4	-13	-2	-3	-1	-14	5	-3	-1
O=C(COc1ccc(Br)cc1CNCCc1ccccc1)NCc1ccccc1	-16	3	-1	1	2	-20	-17	-3	-2	4
O=C(OCC(=O)N1CCOCC1)c1cccc(F)c1	1	-1	1	4	5	0	-3	1	1	-2
COc1cccc(C(NC(=O)c2ccccc2F)NC(=O)c2ccccc2F)c1	-2	-3	4	2	4	-4	-5	0	-6	-7
C=CCNC(=S)N/N=C/c1ccc(C)cc1C	8	3	-6	4	1	-9	-3	-5	-2	10
COC(=O)N/N=C\c1cccc(OC(=O)c2cccs2)c1	-2	-2	-3	-3	1	nt	2	1	-4	-3
CCOc1ccc(-n2nc(C(=O)N3CCN(CC)CC3)c3ccccc3c2=O)cc1	1	-2	4	3	-2	2	-6	5	-2	-1
COc1ccc(N2C(=O)/C(=C\c3ccco3)N=C2SCC(=O)N(C(C)C)C(C)C)cc1Cl	3	10	-4	2	-2	-8	-12	3	18	-5
COc1ccc(CCNC(=O)c2cc3c(=O)n4ccccc4nc3n(Cc3ccco3)c2=N)cc1OC	9	-1	3	-4	0	1	-7	1	4	-3
O=C1Nc2ccccc2N=C(c2ccccc2)C1N(C(=O)c1ccnc2ccccc12)c1ccccc1 (stereo unspecified)	2	5	1	-3	10	nt	-2	-2	7	3
CCOC(=O)c1sc(S(C)=O)c2c1CCc1conc1-2 (stereo unspecified)	-1	3	6	-8	0	nt	-9	1	3	4
CC1CC2(C)C(=CC1=O)CCC1C2C(O)CC2(C)C1CCC2(O)C(=O)CO (stereo unspecified)	-3	-3	-3	1	0	1	-3	3	2	-1
O=C1CSC(c2ccccc2)N1CCc1ccccc1 (stereo unspecified)	-2	5	-2	-4	8	-6	-8	-1	-5	-4
Cc1cc2nnc(SCC(=O)N3CCCCCC3)n2c(N)n1	6	0	3	-3	3	5	7	2	-1	-2

Compound profiles, from the list above. Order of values: GC-B act | PRMT1 inh | TCR-CD3 inh | MBD2 inh | mABHD4 FP | HTRA1 inhibitor | TDP2 inh | LEDGF integ inh | rCAG RNA binder | SIAE inh
Profile of `O=C1CSC(c2ccccc2)N1CCc1ccccc1` (stereo unspecified) → -2 | 5 | -2 | -4 | 8 | -6 | -8 | -1 | -5 | -4
Profile of `CCOC(=O)c1sc(S(C)=O)c2c1CCc1conc1-2` (stereo unspecified) → -1 | 3 | 6 | -8 | 0 | nt | -9 | 1 | 3 | 4

Further structures:
SMILES	GC-B act	PRMT1 inh	TCR-CD3 inh	MBD2 inh	mABHD4 FP	HTRA1 inhibitor	TDP2 inh	LEDGF integ inh	rCAG RNA binder	SIAE inh
Cc1c(Cl)cccc1NC(=O)[C@@]1(CC(=O)O)CC(/C=C/c2ccccc2)=NO1	5	-3	3	-7	1	3	-7	7	19	3
CCc1ccc(NC(=O)Cn2nc(C(=O)O)c3ccccc3c2=O)cc1	-7	-1	8	-2	4	-6	6	-2	5	-18
CC(CC(=O)NCCc1ccc(F)cc1)c1ccccc1 (stereo unspecified)	4	1	1	-4	1	-6	4	-3	-6	-9
CCOC(=O)Cn1c(O)c(N=NC(=O)CNC(=O)Cc2ccccc2)c2ccccc21	-5	-2	7	3	-5	1	0	2	3	-1
Cc1cccc(NC(=O)CNC(=O)C(NC(=O)Cc2ccccc2)C(C)C)c1C (stereo unspecified)	-4	-1	3	0	9	-4	-1	3	0	-7
CN(C)c1cccc(NC(=O)C2Cc3c(-c4ccc(Cl)cc4)ccnc3O2)c1 (stereo unspecified)	16	1	3	1	13	nt	1	2	8	5
CCOc1ccc(CN2CCC(=O)NC2=O)cc1	1	-2	-2	-1	6	4	-5	2	-1	10
COc1cccc(C=Nc2ccccc2C(=O)Nc2ccccc2)c1O	-5	-4	4	2	6	-6	2	3	-1	-6
COc1ccc(/C=C2\CC3(OC(=O)c4ccco4)CCCN2C3)cc1 (stereo unspecified)	0	0	nt	3	2	nt	-3	-1	2	3
COc1ccc(NC(=O)CSc2nnc(Cc3cccn3C)n2CCc2ccccc2)cc1OC	-8	0	6	-5	-4	0	5	1	-3	-1
CCOC(=O)CCNC(=O)N1CCCC(C(=O)c2cc(C)c(OC)c(C)c2)C1 (stereo unspecified)	-1	1	-4	-1	0	0	-13	-3	-5	5
CCOC(=O)C1(CCc2ccccc2)CCN(Cc2cc(OC)c(OC)cc2OC)CC1	-19	6	-7	-4	3	1	-4	-6	-3	4
ON(CCc1ccccn1)Cc1ccccc1	3	2	0	2	5	3	5	-1	3	3
COC(=O)[C@H](C(C)C)N(CCc1cn(Cc2ccc(C)cc2)nn1)S(=O)(=O)c1ccc(F)cc1Br	0	-2	nt	0	1	nt	2	-3	6	2
O=Cc1c[nH]c2ccc(OCc3ccccc3)cc12	4	4	-5	1	-2	-10	1	-3	1	-8
CC[n+]1c(/C=C/N(C)c2ccccc2)oc2ccccc21	2	-2	8	-10	7	7	5	-2	-2	1
O=C(CSc1ncnc2scc(-c3ccccc3)c12)N1CCN(Cc2ccc3c(c2)OCO3)CC1	-4	1	-6	0	-18	-9	-5	0	6	-4
Cn1c(SCc2nc3ccccc3s2)nnc1-c1ccc2c(c1)OCO2	-9	2	1	-5	3	-10	0	15*	0	4
Cc1cc(C)c(S(=O)(=O)N/N=C/c2ccc([N+](=O)[O-])o2)c(C)c1	2	17	3	-1	-3	6	0	-2	4	5
Cn1c(CCNC(=O)c2ccco2)nc2cc(NS(=O)(=O)c3ccc(Cl)cc3)ccc21	3	3	0	1	-10	0	-3	-1	4	-4
O=C(COC(=O)c1c(Cl)cccc1Cl)NC1CCCCC1	4	-1	7	-6	-1	-7	-2	1	-8	1
Cc1ccc(NC(=O)CC2OC(=O)c3ccccc32)cc1S(=O)(=O)N1CCOCC1 (stereo unspecified)	3	1	0	3	4	1	-6	3	1	-2
Cn1cccc1C(=O)N1CCN(S(=O)(=O)c2ccc([N+](=O)[O-])cc2)CC1	1	1	nt	-5	10	nt	1	0	3	2
CCCCc1ccc(N2C(=NC(=O)C3CCCO3)SC3CS(=O)(=O)CC32)cc1 (stereo unspecified)	5	-1	1	-2	-6	1	-13	0	-4	-6
Cc1[nH]c(=O)[nH]c(=O)c1/C=N/NC(=O)CCCCCNC(=O)OC(C)(C)C	-2	-3	4	-8	-7	-3	-12	4	1	-7
Cc1ccc(/C(N)=N/OC(=O)/C=C/c2ccccc2)cc1	0	1	1	-1	-7	-3	0	0	-2	-4
COc1cccc2c1[C@@H]1CN(CCCCn3c(=O)[nH]c4c(sc5ncc(-c6ccccc6)nc54)c3=O)C[C@@H]1CO2	-1	0	2	1	6	-4	4	-5	12	0
O=C(C1=C[C@@H]2[C@H]3C(=O)N(c4ccc(Cl)cc4)C(=O)[C@H]3[C@@H](C(=O)c3ccc(Cl)cc3)N2C=C1)c1ccccc1	3	6	-4	5	-16	-33	0	-1	22	-18
COc1ccc(-c2noc(-c3ccoc3C)n2)cc1OC	-4	-2	1	4	-3	-2	8	-2	-4	-1
CCOC(=O)[C@H]1[C@H]2COc3ccc(OC)cc3[C@@H]2N2C(=O)[C@H](C)NC(=O)[C@@]12C	-1	-2	9	0	3	-6	9	-1	-4	5
O=C(O)c1ccccc1N=Nc1ccc(O)cc1	-3	-3	1	-11	6	-1	-5	2	3	0
CS(=O)(=O)N(Cc1ccccc1)c1ccc(C(=O)NCCSc2ccccn2)cc1	-6	-1	-2	-5	-2	3	-1	5	-9	-1
COc1cc(C(=O)NCCC(C)C)ccc1OCc1ccc(Cl)cc1Cl	2	2	10	-1	-8	-28	-14	-3	-4	-13
Cn1nc(C(C)(C)C)cc1C(=O)N1CCCCC1c1cc(C(=O)Nc2cccc3c2CCCC3)no1 (stereo unspecified)	7	-2	-2	4	-13	nt	-13	2	2	-3
Cc1nc2ncnn2c(C)c1CCC(=O)N1CCN(C(=O)c2ccco2)CC1	3	3	0	10	-11	0	2	-1	5	-1
O=C(Nc1cc(Cl)ccc1Cl)c1ccco1	-1	-3	-9	-6	-2	-2	-14	3	3	4
COCCN(Cc1cc2cc3c(cc2nc1Cl)OCO3)C(=O)Nc1ccc(F)cc1	nt	-5	-1	-2	-4	-11	-11	-1	0	-5
